Bcl-B Bim block = inhibitors of Bim-Bcl-B binding, primary screen, biochemical, multiplexed, human Bcl-2 family; Bcl-2-like protein 10 (Homo sapiens), Q9HD36; actives 0.073% (n = 190,000); inhibition, % at 10 µM; bead-based flow cytometry, Bim peptide-Bcl-B binding;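 further: 0% = tracer peptide without compound and 100% = reference inhibitor peptide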
Bim-Bcl-XL = inhibitors of Bim-Bcl-XL binding, primary screen, biochemical, multiplexed, bead flow cytometry, human Bcl-XL; Bim peptide-Bcl-XL binding, fluorescence; AID 1007, 2008; Bcl-2-like protein 1 (Homo sapiens), Q07817; actives 0.04% (n = 190,000); inhibition, % at 10 µM
Target sequence (Q07817 whole entry, looked up): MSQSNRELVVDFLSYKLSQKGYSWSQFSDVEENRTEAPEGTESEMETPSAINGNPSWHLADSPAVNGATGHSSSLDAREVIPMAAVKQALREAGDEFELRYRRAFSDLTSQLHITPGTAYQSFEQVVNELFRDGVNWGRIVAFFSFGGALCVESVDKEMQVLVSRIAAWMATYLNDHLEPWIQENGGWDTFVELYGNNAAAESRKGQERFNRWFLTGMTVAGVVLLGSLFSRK
Bim-Mcl-1 = inhibitors of Bim peptide binding to Mcl-1, primary screen, biochemical, bead-based flow cytometry, multiplex. Induced myeloid leukemia cell differentiation protein Mcl-1 (Homo sapiens), Q07820. Bim peptide-Mcl-1 binding. inhibition, % at 10 µM. actives 0.1% (n = 190,000). AID 1009, 2008;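 further: 0% = no compound tracer wells and 100% = peptide blocker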
RGS8-Gao reg = RGS8-Galphao binding modulators, primary screen, biochemical, multiplexed bead flow cytometry | actives lie on both sides | response (percent of control binding), % at 10 µM | actives 0.34% (n = 220,000) | AID 1423, 2008; in the data active means response below about 60% or above about 140%; inactive means in between;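 further: Galphao activated as the GDP aluminium fluoride complex binding bead-coupled RGS8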
Target sequence (P09471 whole entry, looked up): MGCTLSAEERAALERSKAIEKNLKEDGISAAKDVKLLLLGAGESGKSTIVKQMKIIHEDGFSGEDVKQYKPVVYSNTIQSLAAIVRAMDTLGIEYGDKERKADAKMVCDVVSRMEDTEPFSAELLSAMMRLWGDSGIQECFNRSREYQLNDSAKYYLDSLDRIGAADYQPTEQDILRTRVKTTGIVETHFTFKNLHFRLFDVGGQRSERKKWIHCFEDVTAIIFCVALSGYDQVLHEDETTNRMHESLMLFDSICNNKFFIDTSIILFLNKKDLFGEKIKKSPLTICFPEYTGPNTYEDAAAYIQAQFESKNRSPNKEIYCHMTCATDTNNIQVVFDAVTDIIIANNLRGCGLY
RGS4-Gao reg = modulators of RGS4 binding to Galphao, primary screen, biochemical, multiplexed bead flow cytometry | binding response (% of control), % at 10 µM | actives 0.33% (n = 220,000) | actives lie on both sides | AID 1415, 2008; in the data active means binding response below about 49% or above about 150%; inactive means in between;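 further: fluorescent Galphao activated with aluminum fluoride binding bead-coupled RGS4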
RGS7-Gao reg = RGS7-Galphao binding modulators, primary screen, biochemical, multiplexed bead flow cytometry. actives lie on both sides. binding response (% of control), % at 10 µM. actives 0.35% (n = 220,000). AID 1439, 2008; in the data active means binding response below about 49% or above about 150%; inconclusive means no clear call, values can overlap the other calls; inactive means in between;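 further: fluorescent Galphao held in activated GDP-AlF4 state binding bead-coupled RGS7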
Bim-Bfl-1 = inhibitors of Bim binding to Bfl-1, primary screen, biochemical, multiplexed, bead-based flow cytometry | Bcl-2-related protein A1 (Homo sapiens), Q16548 | Bim-Bfl-1 binding inhibition | inhibition, % at 10 µM | actives 0.12% (n = 190,000) | AID 1008, 2008;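 further: 0% = wells without compound plus tracer and 100% = blocker peptide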
Mcl1 Bid PPI = Mcl-1/Bid binding inhibitors, primary screen, biochemical, TR-FRET, 1536-well | Induced myeloid leukemia cell differentiation protein Mcl-1 (Homo sapiens), Q07820 | TR-FRET Mcl-1/Bid-Dy647 peptide binding | inhibition, % at 21.7 µM | actives 0.97% (n = 220,000) | AID 1021, 2008;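 active means compounds that cut the binding signal by more than half at the single screening dose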;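 further: His-tagged Mcl-1 with europium anti-His antibody binding Bid BH3 peptide; 0% = Mcl-1 plus peptide wells and 100% = peptide-only wells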
Mcl1-Noxa inh = Mcl-1/Noxa binding inhibitors, primary screen, biochemical, TR-FRET, 1536-well; Induced myeloid leukemia cell differentiation protein Mcl-1 (Homo sapiens), Q07820; TR-FRET Mcl-1/Noxa peptide binding, 2 h; inhibition, % at 21.7 µM; actives 1.5% (n = 220,000); AID 1022, 2008;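 active means compounds that cut the protein-peptide binding signal by more than 50% relative to plate controls in a single-dose test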;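 further: His-tagged Mcl-1 with rhodamine Noxa BH3 peptide and terbium anti-His antibody; 0% = Mcl-1 plus Noxa peptide wells and 100% = peptide-only wells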
Bim-Bcl-W = inhibitors of Bim binding to Bcl-W, primary screen, biochemical, multiplexed, bead-based flow cytometry. actives 0.02% (n = 190,000). Bim peptide-Bcl-W binding. Bcl-2-like protein 2 (Homo sapiens), Q92843. inhibition, % at 10 µM;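 further: 0% = bound tracer without compound and 100% = peptide blocker; higher means less fluorescent Bim peptide bound to Bcl-W beads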
Target sequence (Q92843 whole entry, looked up): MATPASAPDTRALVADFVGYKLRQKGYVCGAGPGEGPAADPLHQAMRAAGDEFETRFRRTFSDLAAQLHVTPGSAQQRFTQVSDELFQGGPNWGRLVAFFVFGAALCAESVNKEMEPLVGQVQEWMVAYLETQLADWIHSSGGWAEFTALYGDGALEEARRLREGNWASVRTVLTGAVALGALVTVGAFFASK
Bcl-2 Bim block = inhibitors of Bim-Bcl-2 binding, primary screen, biochemical, multiplexed, human Bcl-2 family. inhibition, % at 10 µM. actives 0.06% (n = 190,000). Bead-based flow cytometry, Bim peptide-Bcl-2 binding. Apoptosis regulator Bcl-2 (Homo sapiens), P10415; in the data active means inhibition above about 40%; inconclusive means no clear call, values can overlap the other calls;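 further: 0% = no compound wells with probe peptide and 100% = reference peptide inhibitor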
Target sequence (P10415 whole entry, looked up): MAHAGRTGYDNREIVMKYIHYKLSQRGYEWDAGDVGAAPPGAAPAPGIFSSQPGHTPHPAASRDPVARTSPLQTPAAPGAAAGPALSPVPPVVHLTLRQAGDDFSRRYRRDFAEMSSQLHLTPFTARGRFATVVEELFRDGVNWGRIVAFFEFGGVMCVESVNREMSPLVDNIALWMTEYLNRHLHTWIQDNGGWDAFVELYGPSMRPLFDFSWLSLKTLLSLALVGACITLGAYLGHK
An asterisk follows results filed as active; ? = inconclusive; . = not tested or not shown. Unless noted, no stated cut-off is given here; in the data, active means inhibition above about 40%. Compounds as they come; overall some 2.7% were active at least once.

SMILES	Bcl-B Bim block	Bim-Bcl-XL	Bim-Mcl-1	RGS8-Gao reg	RGS4-Gao reg	RGS7-Gao reg	Bim-Bfl-1	Mcl1 Bid PPI	Mcl1-Noxa inh	Bim-Bcl-W	Bcl-2 Bim block
COc1ccccc1CNC(=O)c1ccc(-c2ccccc2C(F)(F)F)o1	-2	-7	-1	103	104	103	-1	7	0	-2	-2
N#Cc1ccc(N2CCN(C(=O)c3cccc(F)c3)CC2)c(F)c1	-7	-7	-4	92	95	95	-5	-16	-9	-6	-5
COc1cc(/C=C\C(=O)OCn2nnc3ccccc3c2=O)cc(OC)c1OC	-2	-2	-2	104	107	100	-4	-4	17	-1	-2
CC(/C=C/c1ccc2c(c1)OCO2)=N\NC(=O)C(O)c1ccccc1 (configuration not stated)	.	.	.	95	98	?	.	-7	4	.	.
O=C1N(c2cccc3ccccc23)C(c2ccccc2)N2CCCN12 (configuration not stated)	-6	-5	-2	83	95	97	-2	-5	1	-4	-1
O=C(NCc1nc2ccccc2[nH]1)C1=C[C@H](c2ccc3c(c2)OCO3)C[C@H](OCCCCO)O1	-3	0	-3	99	102	101	-4	-16	-3	0	-2
Cc1oc(C(=O)Nc2ccc(C(=O)O)cc2)cc1COc1ccccc1	-8	0	0	104	104	99	-10	-19	19	6	-7
CCOC(=O)c1ccc(NC(=O)C2C3CCC(C3)C2C(=O)O)cc1 (configuration not stated)	-5	-6	-2	102	101	101	-14	-2	13	-1	-12
Nc1nc2ccc(-c3nc4ccccc4o3)cc2s1	-6	-8	-3	101	98	100	-2	13	1	-3	4
Cc1cccc(CNC(=O)CCc2nnc(C3CCCCC3)o2)c1	0	1	-2	105	104	105	-3	-33	0	-4	-1
CC1CCN(C(=O)/C(=C/c2ccccc2Cl)c2ccccc2)CC1	0	-2	-2	101	105	103	0	1	7	-3	0
CC(C)CCN(N=O)[C@@H](Cc1ccccc1)CN(N=O)[C@@H](Cc1ccccc1)CN(C)N=O	-8	0	0	101	101	102	-3	-3	-11	0	0
Fc1cccc(Cl)c1CSc1ccc2nnc(-c3ccccn3)n2n1	-1	-5	0	99	98	?	-5	-21	-13	-1	-3
COc1ccc(O[C@H]2C=C[C@@H](c3ccccc3)O[C@@H]2COC(=O)CC/C(C)=N/O[C@@H](C)c2cn([C@H](CO)Cc3ccccc3)nn2)cc1	-4	-7	-1	101	99	100	0	-3	-16	-3	-1
CC(C)[C@H](NS(=O)(=O)c1ccccc1)C(=O)OCC(=O)Nc1ccccc1Sc1ccccc1	0	-3	-1	101	99	99	0	-2	9	-1	0
COc1ccc(S(=O)(=O)n2ccc(-c3cnc(-c4ccccc4)s3)n2)cc1	-10	5	-3	105	105	103	-13	-23	-4	0	-10
Cc1ccccc1Nc1nc(-c2sc(NC(=O)c3ccccc3)nc2C)cs1	-4	-3	-2	103	101	103	1	-17	41	-2	2
Cc1cc(=O)oc2cc(OCC(=O)OCC(=O)N(CCC#N)c3ccccc3)ccc12	1	1	-5	101	98	?	0	13	23	-5	-1
O=C(CSc1ccc(-c2ccccc2)nn1)N1CCCCC1	-4	-3	-3	102	100	97	-4	-25	0	-3	-1
CCc1ccc(NC(=O)CSc2nnc(-c3cccs3)n2CC)cc1	2	-3	0	103	104	100	-1	-2	20	2	0
CSc1ccccc1C(=O)Nc1ccc2c(c1)OCO2	-7	-4	-3	100	99	?	-9	-11	16	-1	-2
COc1ccc(CNC(=O)COc2ccc(F)cc2)cc1	-2	-4	1	99	101	?	-4	0	-7	0	-4
CCC(CC)C(=O)N1c2ccc(F)cc2CCC1C (configuration not stated)	-13	-9	-4	104	99	108	-15	-18	8	-4	-17
CN(C)c1ccc(/C=N/NC(=O)CCCCCNC(=O)c2ccccc2)cc1	.	.	.	108	115	?	.	-23	7	.	.
Clc1cccc(Oc2ncc(CN3CCOCC3)s2)c1	0	0	0	99	95	92	-3	-19	16	0	0
CN(C)c1ccc(NC(=O)c2cccc(N3C(=O)C4C5C=CC(C5)C4C3=O)c2)cc1 (configuration not stated)	-12	-3	-2	105	98	100	2	-74	80*	-1	0
CC(=O)N(CN1C(=O)C2CC=CCC2C1=O)c1cccc(Cl)c1 (configuration not stated)	0	-3	-2	102	100	99	7	-5	11	-6	2
NS(=O)(=O)c1ccc(CCNC(=O)COC(=O)CCSc2ccc(Cl)cc2)cc1	-5	-1	-4	100	98	102	-13	1	10	-2	-5
CC(=O)c1cnc2c(-c3ccccc3)c(C(F)(F)F)nn2c1C	-1	-2	0	97	97	97	-3	-5	-3	0	0
CC(C)N1CC2=C(OC(N)=C(C#N)C2c2cccnc2)/C(=C/c2cccnc2)C1 (configuration not stated)	0	-1	2	100	87	93	1	-59	-9	0	0
CCCCCCCCn1c(N2CCN(c3cccc(Cl)c3)CC2)nc2c1c(=O)[nH]c(=O)n2C	-1	-6	0	100	100	101	0	2	0	-4	1
Cc1ccccc1N1CCN(C(=S)c2ccc([N+](=O)[O-])cc2)CC1	-19	-7	-8	96	100	111	8	-10	1	-3	-1
CCCCSc1nnc(-c2ccc(C)cc2)n1C	0	-1	-4	96	103	102	0	-13	7	0	-1
CSc1ccccc1NC(=O)c1ccc(C)o1	-9	-7	-3	102	102	101	1	-13	22	-5	-2
Cc1c(N=C/C=C2\N(C)c3ccccc3C2(C)C)c(=O)n(-c2ccccc2)n1C	-6	-3	-1	97	98	98	-16	-29	5	1	-10
C=C(C)[C@@H]1CCC2(C(=O)O)CC[C@]3(C)[C@H](CC[C@@H]4[C@@]5(C)CCC(=O)C(C)(C)[C@@H]5CC[C@]43C)[C@@H]12 (some centres not stated)	-4	-2	-1	101	102	101	1	-6	7	-2	-1
CCCCCCCCS(=O)c1sc2nc3c(cc2c1N)CCCC3 (configuration not stated)	-6	-7	-2	98	96	98	2	-24	5	-2	0
O=S(=O)(NC1CCCCC1N1CCOCC1)c1ccc(Cl)cc1 (configuration not stated)	-2	-4	0	100	101	103	-6	4	22	-4	-8
Cn1c(=O)c2c(nc(N3CCN(c4ccccc4)CC3)n2CCCc2ccccc2)n(C)c1=O	0	10	6	82	90	95	7	-14	6	1	3
COc1cc(C(=O)NCCOc2ccc(F)cc2)c(Br)c(OC)c1OC	3	0	-1	100	100	103	5	-25	6	0	2

Looked up by structure from above, 3 records:
SMILES	Bcl-B Bim block	Bim-Bcl-XL	Bim-Mcl-1	RGS8-Gao reg	RGS4-Gao reg	RGS7-Gao reg	Bim-Bfl-1	Mcl1 Bid PPI	Mcl1-Noxa inh	Bim-Bcl-W	Bcl-2 Bim block
CN(C)c1ccc(NC(=O)c2cccc(N3C(=O)C4C5C=CC(C5)C4C3=O)c2)cc1 (configuration not stated)	-12	-3	-2	105	98	100	2	-74	80*	-1	0
COc1ccc(S(=O)(=O)n2ccc(-c3cnc(-c4ccccc4)s3)n2)cc1	-10	5	-3	105	105	103	-13	-23	-4	0	-10
O=S(=O)(NC1CCCCC1N1CCOCC1)c1ccc(Cl)cc1 (configuration not stated)	-2	-4	0	100	101	103	-6	4	22	-4	-8

Whole records as entered above. Values in the order: Bcl-B Bim block, Bim-Bcl-XL, Bim-Mcl-1, RGS8-Gao reg, RGS4-Gao reg, RGS7-Gao reg, Bim-Bfl-1, Mcl1 Bid PPI, Mcl1-Noxa inh, Bim-Bcl-W, Bcl-2 Bim block
`C=C(C)[C@@H]1CCC2(C(=O)O)CC[C@]3(C)[C@H](CC[C@@H]4[C@@]5(C)CCC(=O)C(C)(C)[C@@H]5CC[C@]43C)[C@@H]12` (some centres not stated) is entered as -4, -2, -1, 101, 102, 101, 1, -6, 7, -2, -1
`Cc1c(N=C/C=C2\N(C)c3ccccc3C2(C)C)c(=O)n(-c2ccccc2)n1C` is entered as -6, -3, -1, 97, 98, 98, -16, -29, 5, 1, -10
`CN(C)c1ccc(/C=N/NC(=O)CCCCCNC(=O)c2ccccc2)cc1` is entered as ., ., ., 108, 115, ?, ., -23, 7, ., .
`COc1cc(C(=O)NCCOc2ccc(F)cc2)c(Br)c(OC)c1OC` is entered as 3, 0, -1, 100, 100, 103, 5, -25, 6, 0, 2
`CSc1ccccc1C(=O)Nc1ccc2c(c1)OCO2` is entered as -7, -4, -3, 100, 99, ?, -9, -11, 16, -1, -2

Later entries:
SMILES	Bcl-B Bim block	Bim-Bcl-XL	Bim-Mcl-1	RGS8-Gao reg	RGS4-Gao reg	RGS7-Gao reg	Bim-Bfl-1	Mcl1 Bid PPI	Mcl1-Noxa inh	Bim-Bcl-W	Bcl-2 Bim block
Cc1ccc(S(=O)(=O)Cc2sc3ccccc3[n+]2C)cc1	0	0	-3	98	98	98	3	-45	25	-1	2
Cc1cccc(OCCOc2ccc(/C=N/NC(=O)Cc3nnc(N)s3)cc2)c1	-7	-13	-2	84	59	84	-4	-8	15	-4	-3
CCN(CC)C(=O)c1cn(-c2ccccc2)nc1-c1ccc2c(c1)OCCO2	-1	0	-2	105	104	?	-5	-5	9	0	-2
CC1(C)CC(=O)c2c(Cc3ccccc3)n[nH]c2C1	0	0	0	104	106	105	-1	-5	1	2	-7
C(=N\Nc1ccccc1)/c1nc2ccccc2s1	.	.	.	103	103	?	.	-22	35	.	.
CC(=O)Nc1ccc(NC(=S)Nc2ccc(Br)cc2)cc1	.	.	.	101	102	?	.	-41	13	.	.
CC(Cc1ccccc1)C(=O)NCc1ccncc1 (configuration not stated)	-6	-4	0	103	105	104	-2	-1	2	0	1
CC1CCN(S(=O)(=O)c2cc(Cl)ccc2Br)CC1	-3	-4	-5	101	103	100	-1	5	4	-1	1
O=C(CNS(=O)(=O)c1cccc(C(F)(F)F)c1)Nc1ccccc1F	-2	0	-3	97	98	97	-3	-17	13	-1	-3
COc1ccc(C)cc1N1C(=N)/C(=C2/Nc3ccccc3S2)C(c2ccccc2)C1=O (configuration not stated)	1	-2	0	104	100	102	3	-63	-47	0	4

Exported as comma-separated lines: 2 of the compounds above.
molecule,Bcl-B Bim block,Bim-Bcl-XL,Bim-Mcl-1,RGS8-Gao reg,RGS4-Gao reg,RGS7-Gao reg,Bim-Bfl-1,Mcl1 Bid PPI,Mcl1-Noxa inh,Bim-Bcl-W,Bcl-2 Bim block
CC1(C)CC(=O)c2c(Cc3ccccc3)n[nH]c2C1,0,0,0,104,106,105,-1,-5,1,2,-7
C(=N\Nc1ccccc1)/c1nc2ccccc2s1,.,.,.,103,103,?,.,-22,35,.,.

Assay outcomes as filed in PubChem BioAssay.
